NCI-60 one-dose screen, 48 h, at 10 µM unless noted. Numbers give growth in % (100 = growth as untreated, 0 = no growth, -100 = all killed).
OVCAR-3: OVCAR-3 ovarian cancer; 79,000 compounds, 7% hits
OVCAR-4: OVCAR-4 ovarian cancer cells. AID 1794784. 80,000 compounds, 3.7% hits
OVCAR-8: OVCAR-8 ovarian cancer; 81,000 compounds, 4.4% hits; AID 1794782
DU-145: DU-145 prostate cancer; AID 1794760; 81,000 compounds, 4.2% hits
HCC-2998: HCC-2998 colon cancer. AID 1794799. 79,000 compounds, 4.7% hits
OVCAR-5: OVCAR-5 ovarian cancer. 82,000 compounds, 2.9% hits. AID 1794783
SW-620: SW-620 colon cancer; 82,000 compounds, 5.2% hits
PC-3: PC-3 prostate cancer cells | 80,000 compounds, 3.9% hits | AID 1794754
KM12: KM12 colon cancer cells. 82,000 compounds, 5% hits
An asterisk follows results filed as active; & = joins results of further samples; ! = not confirmed by another sample. Rule for the calls: active = growth percent below 10; inactive = the rest. An excerpt; count on the stated rates, not on these rows.

SMILES | OVCAR-3 | OVCAR-4 | OVCAR-8 | DU-145 | HCC-2998 | OVCAR-5 | SW-620 | PC-3 | KM12
CCCCCCCCCCCCCCCC[N+](C)(C)Cc1ccccc1 | -74* | -45* | 11 | -40*! | -50* | -62*! | -62* | -44* | -85*
CC1(C)C2CCC1(CS(=O)(=O)O)C(=O)C2 (centres undefined) | 114&102 | 95 | 103&100 | 125&109 | 133&92 | 101&92 | 111&99 | 95&95 | 104&101
CC(=O)Nc1ccc(C(=O)O)cc1 (tested in a mixture with another compound) | 111&107 | 113&127 | 102&91 | 109&105 | 102&94 | 100&97 | 107&108 | 93&86 | 103&102

Looked up one by one from the entries so far (two):
SMILES | OVCAR-3 | OVCAR-4 | OVCAR-8 | DU-145 | HCC-2998 | OVCAR-5 | SW-620 | PC-3 | KM12
CC1(C)C2CCC1(CS(=O)(=O)O)C(=O)C2 (centres undefined) | 114&102 | 95 | 103&100 | 125&109 | 133&92 | 101&92 | 111&99 | 95&95 | 104&101
CC(=O)Nc1ccc(C(=O)O)cc1 (tested in a mixture with another compound) | 111&107 | 113&127 | 102&91 | 109&105 | 102&94 | 100&97 | 107&108 | 93&86 | 103&102

Screens: PubChem, NCI
